Screening data as filed in PubChem.
SUMO1 PPI mod = SUMO1-SIM interaction modulation | P63165 | SUMO1 binding to a labelled peptide, TR-FRET, 1 h | inhibition, % at 20 µM | 360,000 compounds, 0.33% hits; in the data active = inhibition above about 37%
SKN-1 block = C. elegans SKN-1 inhibition | 360,000 compounds, 0.49% hits | C. elegans VP596 Pgst-4::GFP/RFP ratio, acrylamide-induced, 24 h | inhibition, % at 21.8 µM;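 active = interference check ratio from 0.5 to 1.5 plus GFP to RFP signal ratio inhibition reaching or exceeding a fixed threshold, cut at about 30% in these data, passing the limit was not always enough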; also: some compounds called inactive have numbers as strong as hits
Neddyl block = cullin neddylation inhibition; P61081+Q13564; TR-FRET cullin neddylation, biochemical; calls only at 25 µM; 360,000 compounds, 0.58% hits; in the data active = inhibition above about 36%
DNMT1 block = inhibitors of human DNMT1. 360,000 compounds, 0.83% hits. P26358. inhibition (reported as % activation of signal), % at 10 µM. DNMT1 molecular beacon, Hinp1I cleavage, fluorescence; in the data active = inhibition above about 50%
LMPTP inh = blocks human LMPTP phosphatase. P24666. AID 651560. inhibition, % at 20 µM. 360,000 compounds, 0.22% hits. recombinant LMPTP-A, OMFP fluorogenic substrate, fluorescence intensity;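 active = compounds that cut the enzyme signal by at least half of the control window in the single-dose screen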;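 also: plate controls were DMSO wells with enzyme plus substrate for no effect and substrate without enzyme for full effect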
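Assay system: LMPTP-A, protein tyrosine phosphatase of low molecular weight / Medium: pH 6.0 Bis-Tris buffer with DTT and Triton X-100 / Schedule: 50 min enzyme reaction at room temperature, protected from light / Measured by: endpoint fluorescence intensity from OMFP dephosphorylation / Read-out basis: % inhibition relative to no-enzyme and uninhibited control wells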
STEP block = inhibitors of human striatal-enriched phosphatase STEP | inhibition, % at 20 µM | recombinant STEP, OMFP fluorogenic substrate, fluorescence | 360,000 compounds, 0.25% hits | P54829;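 active = inhibition at 20 µM, scaled per plate between control wells, above about 37%, limit read from the data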;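 also: 0% = DMSO with enzyme and substrate and 100% = substrate only without enzyme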
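Measure: Control-normalized % inhibition with plate pattern correction | Test system: STEP phosphatase, cell-free reaction | Medium: pH 6.0 Bis-Tris with DTT and Tween 20 | Technique: Fluorescence, 480/540 nm | Times: Reaction 20 min, ambient temperature | Doses: Single compound dose of 20 µM, 1% DMSO final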
Scp1 inh = Scp-1 (human) phosphatase inhibition; Q9GZU7; Recombinant Scp1, phosphopeptide, malachite green phosphate absorbance; inhibition, % at 20 µM; 340,000 compounds, 0.88% hits; AID 493091;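 active = inhibition above about 50% at 20 µM, limit read from the data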;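 also: plate controls were DMSO wells with enzyme for no effect and wells lacking enzyme for full effect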
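Material – SCP-1 phosphatase catalytic domain, residues 76-261 · Buffer or medium – Acidic Tris acetate buffer with magnesium and detergent · Also added – Phospho 17-mer peptide substrate · Compound – single 20 µM dose, 1% DMSO · Times – 45 min room-temperature reaction, 5 min colour, 30 min stabiliser · Technique – Phosphate-binding colour reagent, absorbance read at 630 nm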
Tb MetRS inh = Trypanosoma brucei MetRS inhibition; AID 624268; purified T. brucei MetRS, ATP depletion, Kinase-Glo luminescence; 360,000 compounds, 0.4% hits; inhibition, % at 11.9 µM;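 active = inhibition above a per-plate cutoff of the control wells' mean inhibition plus 3 SD, cut at about 5.5% in these data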;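 also: 0% = DMSO wells median and 100% = median of wells with control inhibitor compound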
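Dosing: 11.9 µM compound single dose, 0.9% DMSO; Assay system: purified T. brucei MetRS enzyme; Measured by: Kinase-Glo luciferase luminescence reporting remaining unconsumed ATP; Schedule: 15 min plus 2 h at 25 °C.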
NRP1-CendR mod = modulators of CendR peptide binding to human neuropilin-1. O14786. FAM-RPARPAR peptide binding to NRP-1, fluorescence polarization. inhibition, % at 25 µM. 360,000 compounds, 0.85% hits. AID 602438;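 active = inhibition or corrected inhibition above about 18%, plus a signal ratio from 0.5 to 1.5, limit read from the data, passing the limit was not always enough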; also: strong numbers were not always called active
Target sequence (O14786 whole entry, looked up): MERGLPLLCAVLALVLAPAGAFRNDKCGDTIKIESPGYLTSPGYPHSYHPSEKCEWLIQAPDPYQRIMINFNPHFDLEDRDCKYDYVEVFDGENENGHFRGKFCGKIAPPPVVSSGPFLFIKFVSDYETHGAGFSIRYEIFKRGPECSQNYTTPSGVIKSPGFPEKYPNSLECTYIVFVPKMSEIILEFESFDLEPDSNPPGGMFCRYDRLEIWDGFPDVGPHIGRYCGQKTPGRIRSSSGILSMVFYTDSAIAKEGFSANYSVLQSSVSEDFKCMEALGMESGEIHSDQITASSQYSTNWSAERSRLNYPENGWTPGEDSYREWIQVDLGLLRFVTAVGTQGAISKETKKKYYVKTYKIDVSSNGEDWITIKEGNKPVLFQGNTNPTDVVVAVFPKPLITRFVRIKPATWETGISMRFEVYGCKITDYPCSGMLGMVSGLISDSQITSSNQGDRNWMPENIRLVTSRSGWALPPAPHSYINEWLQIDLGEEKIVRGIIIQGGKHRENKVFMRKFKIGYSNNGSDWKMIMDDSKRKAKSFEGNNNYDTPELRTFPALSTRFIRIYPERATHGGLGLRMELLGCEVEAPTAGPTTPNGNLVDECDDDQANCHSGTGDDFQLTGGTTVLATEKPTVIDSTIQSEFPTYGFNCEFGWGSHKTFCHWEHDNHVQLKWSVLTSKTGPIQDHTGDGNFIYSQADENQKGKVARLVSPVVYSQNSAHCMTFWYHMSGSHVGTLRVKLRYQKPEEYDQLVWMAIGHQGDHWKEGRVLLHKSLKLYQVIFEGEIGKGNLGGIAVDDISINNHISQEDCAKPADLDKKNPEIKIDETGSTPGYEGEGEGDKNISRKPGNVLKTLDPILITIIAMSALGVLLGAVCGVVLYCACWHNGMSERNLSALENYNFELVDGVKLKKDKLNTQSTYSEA
NadD inh = inhibitors of Staphylococcus aureus NadD. 360,000 compounds, 0.78% hits. inhibition, % at 20 µM. purified NadD enzyme, colorimetric absorbance read-out; in the data active = inhibition above about 26%; also: some compounds past the cut are filed as inactive
Numbers without * were called inactive; i = inactive; x = no result given; + = active, no number.

SMILES	SUMO1 PPI mod	SKN-1 block	Neddyl block	DNMT1 block	LMPTP inh	STEP block	Scp1 inh	Tb MetRS inh	NRP1-CendR mod	NadD inh
O=C(CCn1c(=O)oc2ccccc21)NCCCN1CCCC1=O	1.3	0.7	i	-0.1	-2.2	-0.5	2.4	0.4	-11.3	3.2
CN1CCCN(C(=O)c2cc(-c3cccc4ccccc34)nc3ccccc23)CC1	-13.3	-4.4	x	-2.3	6.2	4.2	-4.0	-0.2	-7.0	-3.4
O=C(O)c1cc(N2C(=O)C3CCCCC3C2=O)ccc1NCc1cccnc1 (centres undefined)	-0.1	9.3	i	2.0	2.4	-0.9	5.2	-1.2	14.2	0.4
CCOc1ccc(Cc2noc3c2C(=O)CCC3)cc1OCC	1.4	-10.5	i	-0.7	-0.5	-1.6	-2.5	0.3	-11.8	3.5
O=C(COC(=O)COc1ccc(Cl)cc1)NCc1ccc2c(c1)OCO2	1.8	0.0	i	-1.8	-0.3	-1.4	-10.5	0.2	8.4	-2.3
Cc1nc2ccc(C(=O)OCc3nnc(-c4ccccc4)o3)cc2nc1C	-26.5	-12.0	i	-1.7	0.5	1.0	-1.6	-0.3	-1.0	7.2
Cn1c(N2CCOCC2)c(/C=N/OC(=O)c2cccnc2Cl)c2ccccc21	-5.4	-12.2	i	-15.9	-2.2	-2.3	-5.1	-0.7	-2.2	-0.9
CCOC(=O)N1CCN(C(=O)Nc2cccc(Cl)c2)CC1	0.1	-6.0	i	-6.1	-0.5	-0.9	-1.7	1.0	-6.6	-2.9
CCOc1ccc(C2C(C#N)=C(N)Oc3nc[nH]c(=O)c32)cc1OC (centres undefined)	-0.5	-11.0	i	-2.6	-0.5	-4.6	-12.1	-0.9	-16.5	6.0
CCC(NC(=O)NC1CCCCC1)c1ccccc1 (centres undefined)	0.3	-2.6	i	-0.8	-1.4	-3.2	-1.7	-0.6	2.9	-4.2
CCn1cc(CNC(=O)c2cccc([N+](=O)[O-])c2)cn1	-22.4	-3.1	i	2.2	1.1	-2.5	-6.8	-0.5	19.7	-5.9
Cc1cccc(NC(=O)C(C)Sc2ncnc3sccc23)c1 (centres undefined)	0.5	5.4	i	4.5	-1.9	-0.1	x	-0.2	-15.1	-7.8
Nc1cc2c(cc1Br)-c1c(C(=O)O)cccc1C2O (centres undefined)	1.3	8.4	+	2.7	-0.8	-3.7	2.2	-0.3	14.3	0.6
COc1ccc(NC(=O)c2cc(C)nn2-c2ccccc2)cc1	2.3	-20.4	i	-0.3	1.6	-3.0	-21.8	-0.2	-8.5	-3.9
CC(C)C(=O)Nc1c2c(nn1-c1ccc([N+](=O)[O-])cc1)CS(=O)(=O)C2	-19.1	2.9	i	-0.2	-2.9	1.0	0.1	-0.6	-4.9	-9.3
COc1ccc(CNC(=O)Nc2nc(C(N)Cc3ccc(F)cc3)cs2)cc1 (centres undefined)	-7.4	9.0	i	-19.7	0.4	0.8	x	0.2	-9.3	-10.5
O=C(N=Nc1c(O)[nH]c2ccc([N+](=O)[O-])cc12)c1cc(-c2ccccc2Cl)nc2ccccc12	21.0	-0.9	i	95.2*	79.8*	85.2*	94.8*	-0.3	-13.1	18.9
c1ccc(-n2ncc3c(N4CCC5(CC4)OCCO5)ncnc32)cc1	4.3	-30.8	i	1.7	-0.1	-9.1	-4.8	-0.3	-0.1	-6.4
COc1ccccc1NC(=O)c1ccc(NC(=O)CNC(=O)c2ccc(OC)c(OC)c2)cc1	0.0	10.9	i	-1.0	0.0	3.4	-12.4	0.0	-2.9	-1.2
CC(C)CC(=O)NC(=S)NNC(=O)c1cccc([N+](=O)[O-])c1	-15.0	-4.5	i	0.2	-0.8	2.5	-3.2	-0.4	-0.2	-6.2
O=C(CN1C(=O)c2ccccc2S1(=O)=O)Nc1cccnc1	1.7	2.6	i	2.4	-0.8	1.0	-7.6	-0.6	10.6	0.2
CC(=O)c1ccc(NC(=O)COC(=O)c2c[nH]c3ccccc23)cc1	-1.6	-1.4	i	-8.5	0.8	-4.7	-12.7	-0.1	9.5	2.5
O=C1CC(c2ccc3ccccc3c2)NN1 (centres undefined)	-2.0	25.5	i	-11.9	-0.4	3.3	-9.8	-0.1	-4.5	3.2
Cc1onc(NC(=O)NC(=O)c2ccccc2F)c1Br	3.1	29.6	i	-0.6	-0.4	0.7	-10.5	0.0	4.5	-1.9
Cc1nn(Cc2ccccc2)c(Cl)c1/C=N/NC(=O)c1cccnc1	1.9	-14.5	i	3.9	-0.9	2.1	-1.8	-0.7	2.6	-5.3
Fc1cccc(CN2CCN(C(=S)NCCc3ccccc3)CC2)c1	-0.4	9.4	i	-2.9	-0.7	2.6	-1.3	-0.8	-1.3	-6.0
O=C(CSc1nnc(-c2cccnc2)o1)Nc1ccc(F)cc1	-1.0	-3.8	i	4.4	-0.5	-3.1	x	0.2	7.6	-0.9
O=C(c1cnsn1)N1CCCC(Nc2ccc(F)c(F)c2)C1 (centres undefined)	3.2	-4.2	i	0.6	-1.6	2.8	-0.9	0.2	-7.2	-2.1
CC1=CC=CC2=N/C(=N\S(=O)(=O)c3ccc(F)cc3F)c3ccccc3CN12	-0.6	2.0	i	2.2	0.3	2.5	-6.5	-0.9	2.7	-0.4
CN(C)C(=O)Cn1c(=O)n(C)c2ccccc21	-1.8	-24.6	i	3.4	-0.9	-1.0	2.9	-0.4	0.5	10.6
CCOCCCn1c(=S)[nH]c2ncccc2c1=O	3.6	-20.3	i	-1.0	-1.2	0.3	-5.0	-0.4	0.7	-1.9
O=S(=O)(c1cccc(F)c1)N1CCN(c2nc(-c3cccnc3)nc3ccccc23)CC1	-138.8	9.8	i	-9.6	8.7	3.6	-5.0	-0.1	-6.2	11.4
O=C(NCCN1CCCC1)c1ccc2c(c1)N(Cc1cccc(Cl)c1)C(=O)c1ccccc1S2(=O)=O	-2.0	-3.3	i	-6.8	1.8	1.3	-5.2	-0.5	8.1	7.5
CC1N(C)c2cccc3cccc(c23)N1C	-8.1	-2.2	x	-17.7	0.7	0.9	25.1	-0.4	-101.5	14.3
Cc1cnc(C(=O)NCC(c2ccccc2)c2ccccc2)cn1	1.3	-7.4	i	-0.7	2.4	-1.7	-0.8	-0.6	0.1	-8.2
COc1ccc2nc(N(CCN(C)C)C(=O)c3ccc(C(=O)c4ccccc4)cc3)sc2c1	-6.1	-21.2	i	-1.9	-1.4	-2.6	4.7	-0.1	-6.9	-3.8
O=C(O)c1c2c(nc3ccccc13)CCCCC2	-1.1	-1.6	i	-3.6	-1.2	-3.1	2.8	-0.9	12.3	-8.2
CC(=O)Oc1ccc([N+](=O)[O-])cc1N1C(=O)c2ccccc2C1=O	-12.1	-1.5	i	0.7	0.4	1.8	3.8	-1.8	8.0	3.4
CCOc1ccc(CCN2C(=S)N([C@@H](CC(C)C)CN3CCC[C@@H]3CN3C(=S)NC[C@@H]3Cc3ccc(O)cc3)C[C@@H]2CC(C)C)cc1	0.6	9.8	i	-15.7	4.6	3.8	x	-0.2	10.0	26.6
Cc1cc(=O)c(C(=O)O)nn1-c1ccccc1C(F)(F)F	1.9	8.8	i	-0.6	-2.7	1.6	-0.8	-0.6	9.3	3.3
COC(=O)c1cc(=O)nc2sc3ccccc3n12	1.8	-16.4	i	4.1	0.0	-2.6	-0.4	-0.9	-13.7	-0.2
COc1cccc(Sc2cc(N3CCOCC3)nc(-c3ccccc3)n2)c1	1.2	6.4	i	-1.2	2.3	0.0	3.2	-0.3	-1.3	1.9
Cc1ccc(N2C(=O)CC(Cc3cc(C)cc(C)c3)C2=O)cc1 (centres undefined)	3.8	3.6	i	1.2	0.2	-3.0	-12.1	-0.8	3.9	-11.0
COC(=O)C1(CCSC)NC(c2ccco2)C2C(=O)N(C)C(=O)C21 (centres undefined)	-5.9	-15.5	i	3.3	-2.0	-3.9	3.4	-0.7	-12.4	-8.0
CCOc1ccccc1-c1nnc(SCC(=O)NC2CC2)n1CC	0.3	23.3	i	0.2	0.0	2.0	-2.4	-0.1	-4.1	2.0
Cc1cc(-c2n[nH]c(=S)n2/N=C/c2ccc(C)o2)n[nH]1	-5.3	-8.8	i	2.2	-1.3	1.5	0.1	-1.1	9.7	1.2
Oc1ccccc1C=NNC(=S)Nc1ccc(F)cc1	-5.7	0.8	+	-14.6	2.3	-5.8	-9.6	-0.3	-10.5	0.3
O=C(COc1ccccc1)NCc1nnc2c3ccccc3c(-c3ccccc3)nn12	1.2	2.2	i	1.6	0.3	-0.6	-1.8	-0.4	3.6	3.8
C1CCc2c(nc3nnnn3c2N2CCOCC2)C1	0.6	-5.9	i	4.0	-0.2	1.3	-10.4	-0.3	3.6	3.7
Cc1csc(=O)n1CCC(=O)OCC(=O)c1ccc(Br)cc1	-0.3	8.1	i	0.7	0.6	-1.6	10.0	-0.2	1.3	-2.3
CCNC(=S)Nc1ccc(Cl)cc1Cl	4.5	4.2	i	13.1	-1.4	-2.2	4.0	-0.9	-12.9	0.2
